Insulin prom up: insulin promoter activators in MIN6 cells, imaging, high-content screening, mouse beta cells; MIN6 insulin promoter-GFP reporter; stronger effect = higher value; z-score at 5 µM; hit rate 0.3% among 190,000;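 active means z-score above 3 at 5 µM with at least 500 cells counted in the well; inconclusive means wells under 500 cells, flagged as cytotoxic or low count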
Hep lipid drop: inhibitors of hepatocyte lipid droplet formation, primary screen, imaging, high-throughput imaging, BODIPY stain. AML12 mouse hepatocytes, oleate lipid droplets. inhibition, % at 6.5 µM. hit rate 0.4% among 240,000;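 active means lipid droplet intensity inhibited by at least 50%, with more than 500 cells counted; inconclusive means wells with under 300 cells, treated as cytotoxic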
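Assay system: AML12 hepatocytes (mouse) / Also added: 100 µM oleic acid challenge / Times: overnight treatment with compound plus oleate / Detection: high-content imaging of BODIPY-stained droplets and DAPI nuclei / Evaluation: % inhibition of lipid droplet signal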
T cell modulator: modulators of CD8 T cell-vesicle binding, primary screen, mouse 2C CD8+ T cells, flow cytometry | 2C CD8+ T cell-vesicle binding; stronger effect = lower value | calls only at 7 µM | hit rate 0.068% among 330,000;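 active means response, share of CD8 T cells binding vesicles, and their 90th percentile fluorescence all below set limits, cut at about 80% in these data, passing the limit was not always enough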
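Also added: QL9-peptide-loaded Drosophila micro-vesicles bearing Ld, ICAM-1 and B7-1; Test system: purified 2C TCR transgenic mouse naive CD8+ T cells; Measured by: cytometric PE anti-B7-1 and Alexa647 anti-CD8 signals after 1% paraformaldehyde fixation; Timing: binding step 1.5 h, 37 °C, antibody labelling 20 min, ice.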
TNAP activation fold: human TNAP enzyme activators, primary screen, biochemical, luminescent, no phosphate acceptor, uHTS (AID 1001) | Alkaline phosphatase, tissue-nonspecific isozyme (Homo sapiens) | purified TNAP, luminescent activation assay, no phosphate acceptor; higher activation fold means a stronger effect | one-dose activation fold at 20 µM; EC50 in µM for titrated hits | hit rate 0.03% among 200,000; in the data active means activation fold from about 3, or a potency from the dose series; inactive means the rest, 99 in 100 with activation fold below about 1.6; further: many of its hits are not listed in these tables
Myeloid diff 2: induction of myeloid progenitor differentiation, primary screen, cell-based, flow cytometry, MLPCN library. ER-HoxA9 myeloid progenitors, lysozyme-GFP differentiation. calls only at 10 µM. hit rate 1% among 360,000. AID 624256, 2012;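 active means normalized GFP-positive differentiation at or above the plate's own cutoff, the solvent-only control mean plus 3 SD; inconclusive means no clear call, values can overlap the other calls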;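 further: cells exposed to compound for four days before flow analysis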
b-catenin transl: modulators of beta-catenin nuclear translocation, primary screen, imaging, HeLa cells, immunofluorescence, high-content; nuclear translocation activity, % at 5 µM; hit rate 0.3% among 190,000; AID 1665, 2009;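 active means nuclear translocation activity above 50% at 5 µM, with a well cell count of 50 or more; inconclusive means wells under 50 cells across six images, flagged as toxic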;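 further: per-cell ratio of nuclear to cytoplasmic median beta-catenin stain intensity; plate controls were DMSO negative control for no effect and GSK-3 inhibitor IX positive control for full effect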
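test system = HeLa cells, endogenous beta-catenin | dosing = single 5 µM dose plus 0.02–20 µM confirmation series | times = compound treatment 24 h, 37°C, 5% CO2 | technique = beta-catenin immunofluorescence imaging with DAPI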
Dynein transport: inhibitors of GR-EGFP nuclear translocation, primary screen, dynein cargo transport inhibitor project, imaging, high-content, 3617.4 mouse cells; test concentration mostly 20 µM; stimulated with dexamethasone, 1 µM; stronger effect = lower value; z-score, hits read low; hit rate 0.47% among 220,000; AID 1381, 2008;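 active means plate z-score of nuclear minus cytoplasmic receptor signal below a set negative limit, without overly bright fluorescence or cell loss, cut at about -3.5 in these data, passing the limit was not always enough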;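 further: z-score of nuclear minus cytoplasmic ring GR-EGFP intensity difference per well; some compounds called inactive have numbers as strong as hits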
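Buffer or medium: Induction medium lacking tetracycline, stripped serum | Also added: Dexamethasone agonist, 1.0 µM final, for 30 min | Timing: 48 h induction, 1 h compound, 30 min dex at 37 °C | Detection: Formaldehyde fixation, Hoechst nuclear stain, 10x automated fluorescence imaging | Measure: Nuclear versus cytoplasmic GR-EGFP signal, averaged per well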
MT stabilizer: microtubule stabilizers in HeLa cells, primary screen, imaging, high-content imaging; HeLa tubulin immunostaining HCS, 24 h; share of cells brighter than vehicle mean+2SD; AID 2205, 2009; hit rate 0.83% among 200,000; % tubulin-high responders, % at 10 µM;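 active means plate Z-score above 3 for both tubulin-high and condensed-nucleus cell shares, with cell loss under 80%, at 10 µM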;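 further: anti alpha tubulin signal scored within the nucleus-defined area of each cell; some results filed as inactive read as strong as hits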
human PMI inhibition: inhibitors of human PMI, primary screen, biochemical, fluorescence intensity, coupled assay (AID 1209) | Mannose-6-phosphate isomerase (Homo sapiens) | purified PMI enzyme, coupled fluorescence intensity; higher % means a stronger effect | inhibition, % at 20 µM; hits with a dose series show IC50 in µM | hit rate 0.42% among 190,000; in the data active means inhibition above about 50%;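 further: plate controls were DMSO vehicle for no effect and wells lacking substrate for full effect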
Dynein transport cytoplasmic EGFP: also measured in Dynein transport; calls as there; z-score; measured here: cytoplasmic GR-EGFP intensity; stronger effect = higher value
Dynein transport nuclear GR-EGFP: recorded beside Dynein transport, whose call it bears; z-score; measured here: nuclear GR-EGFP intensity;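 lower value marks the stronger effect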
Dynein transport cell count: second read-out of Dynein transport, no call of its own (marks repeat the call); z-score; measured here: cell count per field
Insulin prom up cell count: recorded beside Insulin prom up, whose call it bears; cell count; measured here: cytotoxicity, nuclei count;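 total cells summed across four imaged fields per well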
Hep lipid drop cells 6.5 µM: also measured in Hep lipid drop; calls as there; cell count; measured here: cell count, cytotoxicity flag;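 cells counted across two imaged fields per well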
b-catenin transl cell count 5 µM: second read-out of b-catenin transl, no call of its own (marks repeat the call); cell count; measured here: cell count, cytotoxicity flag
T cell modulator vesicle-bound %: further read-out of T cell modulator, marked with its call; double positive events, %; measured here: CD8+ vesicle-bound cell fraction;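 binding gate set so that unloaded-vesicle control wells show 10% double positive cells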
MT stabilizer Hoechst-high %: also measured in MT stabilizer; calls as there; % Hoechst-high responders; measured here: nuclear condensation Hoechst responders;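 share of cells brighter than vehicle mean plus two SD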
MT stabilizer cytotoxicity %: also measured in MT stabilizer; calls as there; toxicity, %; measured here: cytotoxicity by cell density;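 0% = mean cell density of plate MIN control wells and 100% = no cells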
Myeloid diff 2 GFP+ MAC1+ %: further read-out of Myeloid diff 2, marked with its call; GFP+ MAC1+ double positive, %; measured here: differentiation confirmed by MAC1 staining
* marks the source's active call; other numbers are inactive results; i = inactive; ? = inconclusive; / = not tested or not shown.

SMILES | Insulin prom up | Insulin prom up cell count | Hep lipid drop | Hep lipid drop cells 6.5 µM | T cell modulator | T cell modulator vesicle-bound % | TNAP activation fold | Myeloid diff 2 | Myeloid diff 2 GFP+ MAC1+ % | b-catenin transl | b-catenin transl cell count 5 µM | Dynein transport | Dynein transport cytoplasmic EGFP | Dynein transport nuclear GR-EGFP | Dynein transport cell count | MT stabilizer | MT stabilizer Hoechst-high % | MT stabilizer cytotoxicity % | human PMI inhibition
Cc1cc(NC(=O)CSc2nc(-c3ccco3)cc(C(F)(F)F)n2)no1 | / | / | ? | / | i | 19 | 1 | ? | / | 3.9 | 941 | 0.03 | -0.19 | 0.21 | -0.65 | 39* | 46* | 38* | -1%
Cc1c(Cc2ccccc2)c(=O)oc2cc(OCc3nn[nH]n3)ccc12 | 0.19 | 1366 | / | / | i | 36 | 1.1 | i | 0.6 | -2.9 | 1200 | -0.072 | 0.11 | -0.18 | 0.53 | 1.1 | 1.9 | 8.7 | -9%
CCOC(=O)c1ccc(NC(=O)Nc2cccc(C)n2)cc1 | -0.51 | 1481 | 8 | 679 | i | 57 | 1.1 | i | 0.2 | -5.0 | 1048 | 0.26 | -0.17 | 0.01 | -0.46 | 2.0 | 1.4 | 2.4 | -4%
CC(=O)c1cccc(NC(=O)c2ccc3c(=O)n4c(nc3c2)CCCCC4)c1 | -1.4 | 1133 | 0 | 658 | i | 56 | 1.1 | i | 0.4 | 1.4 | 1077 | 1.6 | -0.091 | 0.98 | -0.82 | 2.0 | 1.8 | 2.5 | -3%
COCCNC(=O)c1onc(CSc2cccc(Cl)c2)c1C(=O)O | -0.21 | 1550 | / | / | i | 24 | 1.1 | i | 0.5 | 0.0 | 1404 | 0.25 | -0.19 | 0.53 | 0.0016 | 3.4 | 1.8 | 5.2 | -5%
CCOC(=O)C(=O)C1=C(N2CCOCC2)/C(=C\c2ccc(F)cc2)CC1 | 0.22 | 1462 | -31 | 659 | i | 41 | 1 | i | 0.3 | / | / | 0.19 | -0.086 | -0.29 | -1.1 | 3.2 | 3.5 | 4.3 | -1%
Oc1ccc(Br)cc1-c1ccn[nH]1 | 0.05 | 1249 | -42 | 625 | i | 32 | 1.6 | i | 0.9 | -0.4 | 679 | 0.31 | -0.21 | 0.32 | -1.2 | 7.3 | 2.7 | 2.0 | -5%
COC(=O)CC/C(=N/Nc1ccc(Cl)c(Cl)c1)C(=O)OC | -0.42 | 1211 | 11 | 694 | i | 38 | 1 | i | 0.3 | -2.0 | 1124 | 1.6 | -0.26 | 1.4 | -2.2 | 3.9 | 4.0 | 3.4 | -3%
CCCCCCCCCn1c2c(c(=N)c3c1CCC3)CCCC2 | -2.6 | 651 | -161 | 532 | / | / | 1.2 | ? | / | 7.2 | 584 | 1.8 | 0.54 | 2 | -1.9 | 26* | 24* | 39* | 2%
Fc1cccc(Cl)c1CSc1ccc(-c2cccnc2)nn1 | -0.13 | 1114 | 0 | 743 | i | 41 | 1.1 | i | 0.7 | 0.1 | 1116 | 1.9 | -0.14 | 0.89 | -0.72 | 5.3 | 2.0 | 13 | 9%
CCc1nnc(NC(=O)CSc2nnc(CNc3ccc(F)cc3)n2C2CCCCC2)s1 | 0.84 | 1180 | / | / | i | 55 | 1 | i | 4.7 | -4.4 | 910 | -0.67 | -0.18 | -0.067 | 0.17 | 4.5 | 2.2 | 3.7 | 3%
COc1cc(/C=N/NC(=O)CCN2CCCCC2)ccc1O | -0.1 | 1353 | -16 | 616 | i | 68 | 1.1 | i | 0.0 | -0.9 | 1465 | 0.6 | -0.32 | 0.17 | 0.18 | 4.2 | 0.9 | 4.1 | 0%
O=C(/C=C/c1ccc2c(c1)OCO2)NCc1cn2cc(Cl)ccc2n1 | -0.07 | 1266 | -18 | 702 | i | 29 | 1.1 | i | 0.2 | -1.3 | 1063 | 0.23 | -0.35 | 0.32 | 0.59 | 5.9 | 3.2 | 0.1 | 2%
Cc1cc(NC(=O)c2nn3cccnc3c2Cl)no1 | / | / | -26 | 795 | i | 15 | 0.5 | i | 0.2 | -0.7 | 1089 | 0.67 | -0.31 | 0.2 | 1 | 1.6 | 1.1 | 6.7 | -3%
Cc1cccc(OCc2nnc(NC(=O)c3cccs3)s2)c1 | -0.55 | 894 | 18 | 823 | i | 32 | 1.1 | i | 1.8 | / | / | 0.45 | -0.22 | 0.23 | 0.33 | 1.8 | 1.8 | 5.8 | 0%
CCC(=O)Nc1ccc(NC(=S)NC(=O)/C=C/c2ccccc2)cc1 | -0.02 | 1264 | -2 | 708 | i | 43 | 1.1 | i | 0.8 | 0.8 | 992 | 1.4 | -0.13 | 0.25 | -1.1 | 2.5 | 6.1 | 6.3 | 5%
COc1ccc(NC(=O)COC(=O)C2CCC(C(C)(C)C)CC2)c([N+](=O)[O-])c1 (stereo not drawn) | 0.19 | 1329 | 2 | 715 | i | 50 | 1.1 | i | 1.4 | -2.7 | 1112 | 0.66 | -0.23 | 0.66 | -0.97 | 6.0 | 1.9 | 4.8 | 19%
COc1ccc(NC(=S)N(CCCN2CCCC2)Cc2cccn2Cc2ccc(Cl)cc2)cc1Cl | -3.8 | 964 | 4 | 720 | i | 20 | 1 | i | 0.8 | 0.2 | 1155 | 0.54 | -0.32 | 0.38 | 0.16 | 60* | 20* | 65* | -3%
CC1CCN(C(=O)C2CCN(S(=O)(=O)c3cccc4nsnc34)CC2)CC1 | / | / | -2 | 789 | i | 49 | 1.1 | i | 0.0 | -1.5 | 590 | 0.013 | -0.2 | 0.16 | -0.08 | 1.7 | 1.4 | 3.4 | -4%
Cc1nc2c(C(=O)NCc3cccs3)cnn2c(C)c1Cc1ccc(F)cc1 | / | / | -7 | 541 | i | 4 | 1 | / | / | -2.6 | 1121 | 1.1 | -0.19 | 1 | -1.9 | 3.3 | 1.7 | 6.9 | 12%
CCc1nccn1-c1cc(C(C)(C)C)nc2c(-c3ccc(Cl)cc3)cnn12 | -0.6 | 1571 | 21 | 565 | i | 25 | 1.1 | i | 1.2 | 1.2 | 1128 | 1.3 | -0.28 | 0.75 | 0.77 | 4.4 | 2.8 | 11 | 20%
COc1ccc(OCC(=O)N2CC3(C)CC2CC(C)(C)C3)cc1 (stereo not drawn) | 0.43 | 1228 | -9 | 700 | i | 10 | 1 | i | 0.9 | / | / | 0.39 | -0.28 | 0.32 | 0.63 | 3.4 | 0.2 | 21 | 11%
CC(=O)c1c(C)n(-c2ccc(N(C)C)cc2)c2ccc(OCC(N)=O)cc12 | 0.21 | 1064 | / | / | i | 37 | 1.1 | i | 0.7 | 0.7 | 655 | 0.3 | -0.5 | 0.049 | 1 | 3.1 | 2.6 | 12 | 3%
COc1ccc(Nc2nnc(C)c(=O)[nH]2)cc1 | 0 | 993 | 11 | 723 | i | 56 | 1 | i | 1.0 | / | / | -0.78 | 0.4 | 0.19 | 0.45 | 2.6 | 1.9 | 7.3 | -8%
COc1ccc2cc(/C=N/NC(=O)c3ccc(CN(c4ccc(C)c(C)c4)S(C)(=O)=O)cc3)c(Cl)nc2c1 | -1.4 | 1491 | 4 | 573 | i | 48 | 1 | i | 0.9 | 0.4 | 1089 | -0.37 | -0.073 | -0.5 | 0.75 | 3.1 | 3.9 | 8.2 | 10%
CC(=O)NCCc1nc2ccccc2n1Cc1ccccc1 | 0.9 | 947 | / | / | i | 20 | 1.2 | i | 2.8 | / | / | -0.13 | -0.19 | -0.035 | -0.41 | 2.1 | 1.9 | 4.0 | 6%
Cc1nc(SCC(=O)Nc2ccc(OCc3ccccc3)cc2)n[nH]1 | -0.19 | 1486 | 23 | 746 | i | 22 | 1.1 | i | 0.6 | 0.9 | 1021 | -1.1 | -0.29 | -0.38 | 0.59 | 1.3 | 1.2 | 4.8 | -2%
Cc1ccc(CNC(=O)Cc2csc(Nc3nc(=S)[nH]c4ccccc34)n2)cc1 | 0.88 | 1714 | / | / | i | 15 | 1.1 | / | / | 1.9 | 1398 | -0.47 | 0.18 | 0.29 | 0.19 | 3.8 | 1.6 | 9.3 | -2%
CCC(=O)Nc1ccc(N2CCCCC2)cc1 | / | / | 10 | 797 | i | 10 | 1.1 | i | 6.5 | 3.6 | 1118 | -0.58 | -0.28 | -0.047 | 0.48 | 0.8 | 1.3 | 5.4 | -18%

Bioassay records: PubChem, several laboratories
